# CHRM1 agonist – activates human CHRM1 receptor. 360,000 tested, 0.33% active. CHO-K1 hM1, Fluo-8 calcium fluorescence, agonist mode; 0% DMSO, 100% acetylcholine EC100. activation, % at 3 µM. AID 588814. P11229;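 active = activation above the run's mean compound activation plus 3 SD, cut at about 16% in these data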;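 note: peak over basal fluorescence ratio within a 140 s kinetic read after compound addition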
# Target sequence (P11229 whole entry, looked up): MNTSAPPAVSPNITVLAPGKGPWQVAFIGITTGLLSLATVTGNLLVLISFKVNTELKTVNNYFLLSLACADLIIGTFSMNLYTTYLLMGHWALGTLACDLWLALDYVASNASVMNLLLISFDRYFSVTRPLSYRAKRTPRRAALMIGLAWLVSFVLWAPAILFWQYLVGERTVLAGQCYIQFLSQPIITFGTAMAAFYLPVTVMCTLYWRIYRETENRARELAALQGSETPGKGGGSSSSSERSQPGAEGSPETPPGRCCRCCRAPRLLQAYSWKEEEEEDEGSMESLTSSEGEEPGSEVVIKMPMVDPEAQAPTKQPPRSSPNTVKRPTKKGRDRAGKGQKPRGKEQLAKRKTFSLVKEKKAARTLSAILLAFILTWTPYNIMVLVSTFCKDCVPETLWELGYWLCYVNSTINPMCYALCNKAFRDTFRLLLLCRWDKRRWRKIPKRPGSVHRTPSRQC
# TAAR1 antagonist – antagonists of human TAAR1; 360,000 tested, 1.5% active; inhibition, % at 3 µM; CHO RD-HGA16 TAAR1, Fluo-8 calcium fluorescence, antagonist;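 active = inhibition above a per-plate cutoff, the mean inhibition of test compounds on that plate plus 3 SD, cut at about 49% in these data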;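 note: 0% = DMSO plus EC80 beta-PEA response and 100% = DMSO alone without agonist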
# Target sequence (Q96RJ0 whole entry, looked up): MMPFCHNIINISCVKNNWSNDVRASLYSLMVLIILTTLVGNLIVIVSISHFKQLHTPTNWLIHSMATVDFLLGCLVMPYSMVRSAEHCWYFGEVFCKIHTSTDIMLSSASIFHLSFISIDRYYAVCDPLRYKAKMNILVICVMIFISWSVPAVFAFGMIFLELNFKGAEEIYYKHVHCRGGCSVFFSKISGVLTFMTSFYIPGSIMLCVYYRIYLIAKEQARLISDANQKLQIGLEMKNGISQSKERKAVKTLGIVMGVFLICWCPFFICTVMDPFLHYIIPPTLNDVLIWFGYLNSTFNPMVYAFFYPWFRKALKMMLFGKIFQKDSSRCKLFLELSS
#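 System: CHO RD-HGA16 cells bearing hTAAR1. Reagent: EC80 β-phenethylamine stimulus. Schedule: seeding 17-24 h prior, 75-min 37 °C, 30-min RT dye loading. Signal: Fluo-8 intracellular calcium dye fluorescence, real-time kinetic reads. Read-out: % inhibition from peak post-agonist over basal fluorescence ratio. Benchmarks: vehicle wells and EC80 agonist wells. Replicates: n of 1.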
# CHO-K1 Ca ag – M1 agonist counterscreen hit in parental CHO-K1 cells; Fluo-8 calcium fluorescence; scaled to maximal ATP response, vehicle zero; activation, % at 3 µM; 360,000 tested, 0.48% active; AID 602248; in the data active = activation above about 15%;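 note: untransfected CHO-K1 host cells lacking M1 receptor as counterscreen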
# CHRM1 PAM – potentiates human M1 receptor response to acetylcholine; P11229; CHO-K1 hM1, Fluo-8 calcium fluorescence, ACh EC20; 0% = ACh EC20, 100% = maximal ACh; activation, % at 3 µM; 360,000 tested, 0.088% active; AID 588819; in the data active = activation above about 19%, passing the limit was not always enough
# TAAR1 ag – human TAAR1 agonism. 360,000 tested, 0.99% active. CHO RD-HGA16 TAAR1, Fluo-8 calcium fluorescence; vehicle wells 0%, saturating PEA agonist 100%. Q96RJ0. activation, % at 3 µM. AID 624467;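 active = activation above the mean activation of all test compounds in the run plus 3 SD, cut at about 38% in these data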
#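 Assay system: CHO-derived RD-HGA16 cells with stable Gα16 and human TAAR1; timing: 17-24 h seeding, 75 min 37 °C dye, 30 min RT; read-out: % activation from peak over basal fluorescence ratio, DMSO-to-PEA scaled; measured by: kinetic Fluo-8 calcium fluorescence; benchmarks: low control DMSO, high control PEA (EC100); doses: 3 µM single concentration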
# M1 PAM parental – nonselective activator or artifact in parental CHO-K1 calcium assay. ATP EC20, Fluo-8 calcium fluorescence; 0% at ATP EC20, 100% at ATP max. activation, % at 3 µM. 360,000 tested, 0.02% active. AID 602247;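 active = activation above the run cutoff, the mean activation of all test compounds plus 3 SD, cut at about 40% in these data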;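 note: peak over basal fluorescence ratio in a 140 s read after ATP addition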
# CHO parental Ca – signal in parental CHO cells, OX1R antagonist counter-screen | parental CHO-K1, ATP-induced calcium, Fluo-8 fluorescence | AID 463079 | inhibition, % at 5.6 µM | 330,000 tested, 0.63% active;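 active = inhibition above that plate's mean sample inhibition plus 3 SD, cut at about 26% in these data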;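 note: 0% = ATP-challenged DMSO wells and 100% = DMSO wells without ATP; some compounds past the cut are filed as inactive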
#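 test system = CHO parental line | reagent = ATP stimulus | measured by = intracellular calcium via Fluo-8 no-wash fluorescent dye | control set = ATP and no-ATP DMSO wells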
# CHO-K1 Ca antag – counter-screen for M1 antagonists: effect in parental CHO-K1 cells | ATP-induced calcium, Fluo-8 fluorescence | inhibition, % at 3 µM | 360,000 tested, 0.6% active;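 active = inhibition above a per-plate cutoff, the plate's mean sample inhibition plus 3 SD, cut at about 24% in these data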;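 note: 0% = DMSO plus EC80 ATP and 100% = DMSO alone without ATP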
# CHRM1 antagonist – blocks human M1 muscarinic receptor | 360,000 tested, 1.3% active | CHO-K1 hM1, Fluo-8 calcium fluorescence, ACh EC80 antagonist | P11229 | inhibition, % at 3 µM;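 active = percent inhibition above its own plate's cutoff, namely the mean of that plate's compound wells plus 3 SD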;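 note: peak over basal fluorescence ratio during 140 s after agonist addition; 0% = ACh EC80 plus DMSO and 100% = DMSO alone without agonist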
# * marks the source's active call; other numbers are inactive results; . = not tested or not shown.
# Sequence of screens – CHRM1 agonist | TAAR1 antagonist | CHO-K1 Ca ag | CHRM1 PAM | TAAR1 ag | M1 PAM parental | CHO parental Ca | CHO-K1 Ca antag | CHRM1 antagonist
1	Cc1ccc(SCC(=O)N2CCc3ccccc32)cc1
  -3 | -3 | -0.5 | 6 | -6 | 1 | -8 | -5 | 7
2	O=C(CSc1nc2ccccc2c(=O)[nH]1)N1CCCCC1
  2 | -13 | 0.1 | 13 | 5 | 15 | -5 | -3 | -17
3	CN(CC(=O)Nc1ccccc1Cl)CC(=O)N(C)c1c(N)n(Cc2ccccc2)c(=O)[nH]c1=O
  -1 | -2 | 0.2 | 1 | 1 | 4 | -3 | 0 | -2
4	CN(C)c1ccc(NC(=O)c2ccc([N+](=O)[O-])cc2Cl)cc1
  -6 | -2 | 0.7 | 10 | 0 | 14 | -1 | -7 | -7
5	CC(OC(=O)CN1C(=O)NC2(CCCC2)C1=O)C(=O)c1ccccc1 (stereo not drawn)
  -1 | 2 | 1.1 | 7 | 0 | 18 | 13 | -1 | -10
6	CCn1c(=O)cc(SCC(=O)Nc2ccc3c(c2)OCO3)c2ccccc21
  -6 | . | 1.8 | 7 | . | 11 | -17 | -15 | -5
7	CC1=C(C(=O)N2CCCCCC2)CC(CC(=O)NCC2CCCCC2)C(=O)N1Cc1ccccc1 (stereo not drawn)
  -9 | -16 | 8.4 | 4 | -1 | 13 | . | 5 | -6
8	CC1(C)OCC(COC(=O)Nc2cccnc2)([N+](=O)[O-])CO1
  -5 | -13 | 0.4 | 3 | 5 | 19 | 6 | -10 | 1
9	O=C(OCC(=O)N1CCc2ccccc21)c1cccnc1
  -3 | 5 | -0.3 | 4 | 1 | 13 | -11 | -9 | -4
10	CC(=O)N1CC(=O)N=C1SCC(=O)Nc1nc(-c2ccccc2)c(-c2ccccc2)s1
  -5 | -12 | -0.3 | 3 | 0 | -7 | -13 | 10 | 4
11	Cc1ccc(NC(=O)C2CCCNC2=O)nc1 (stereo not drawn)
  -2 | -2 | 0.8 | 8 | 7 | 9 | -14 | -9 | -12
12	COc1cccc(NC(=O)[C@H](NC(=O)[C@@H]2Cc3ccccc3CN2)c2ccccc2)c1
  0 | -10 | 2.7 | 2 | 9 | 2 | -27 | -5 | 0
13	O=C(CSc1nnc(C2CCCCC2)n1Cc1ccccc1)NCc1ccco1
  -1 | 0 | 0.0 | 10 | 1 | 18 | 2 | -14 | -14
14	CCSc1nc(=S)n(Cc2ccccc2)c(C)c1C(C)=O
  0 | -24 | 0.2 | 4 | 4 | -7 | -8 | 4 | 3
15	CCNC(=O)N1C(=O)C2(OCCO2)c2ccccc21
  0 | 3 | 2.4 | 2 | 3 | 15 | -3 | -1 | -16
16	O=C(OCc1cn([C@@H]2C[C@H](c3ccc(Cl)cc3)N(C(=O)c3cccs3)C[C@H]2O)nn1)c1ccccc1
  0 | 34 | 2.0 | -5 | 9 | -1 | . | -2 | 4
17	CC1=C(O)C(=O)OC1c1c(Cl)cccc1Cl (stereo not drawn)
  -1 | 8 | 0.0 | 13 | 1 | 12 | -3 | -4 | -7
18	CN(CCOc1ccccc1)CC(O)COc1ccccc1 (stereo not drawn)
  -11 | -4 | 0.3 | 1 | 2 | 20 | 3 | 9 | 6
19	CCCC(C(=O)NCCC(C)C)N(Cc1ccc(F)cc1)C(=O)c1snc(C(N)=O)c1N (stereo not drawn)
  -1 | 38 | 1.1 | 0 | 6 | -10 | -15 | 24 | 5
20	Cn1c(=O)c2c(nc(CN3CCN(Cc4ccccc4)CC3)n2Cc2cccc(Cl)c2)n(C)c1=O
  -13 | -21 | 0.5 | -8 | 2 | 14 | -4 | -5 | -6

# Continued.
# Sequence of screens – CHRM1 agonist | TAAR1 antagonist | CHO-K1 Ca ag | CHRM1 PAM | TAAR1 ag | M1 PAM parental | CHO parental Ca | CHO-K1 Ca antag | CHRM1 antagonist
21	Cc1cccc(NC(=O)CSc2nnc(NC(=O)CN3CCOCC3)s2)c1
  -1 | 3 | 0.3 | 8 | 1 | -3 | -26 | 1 | -8
22	CCc1noc(C)c1C(=O)NNC(=O)c1ccc(N(CC)CC)cc1
  0 | 9 | -0.7 | 10 | 6 | -3 | -16 | -6 | -6
23	CCCCCOC(=O)NCCOC(=O)Nc1ccc(C(=O)OCC)cc1
  -3 | 4 | 5.2 | -5 | 5 | 19 | 6 | -2 | 10
24	CCOC(=O)c1c2c3c(c(Cl)ccc3[nH]c1=O)C(=O)c1ccccc1-2
  0 | 36 | 0.3 | 0 | 15 | 19 | . | -9 | 7
25	COc1cc(-c2cc(C(=O)NCc3ccco3)c3ccccc3n2)cc(OC)c1OC
  -2 | 57* | 6.4 | -2 | 11 | -1 | -31 | -1 | 2
26	COc1ccc(-c2nc(SCC(=O)Nc3nccs3)c(-c3ccc(Cl)cc3)[nH]2)cc1
  -5 | 68* | 6.3 | -16 | 7 | 11 | 17 | 8 | 21
27	Cc1cc([N+](=O)[O-])nn1CC(=O)NC1CCCCC1
  -3 | 6 | -0.1 | -5 | 4 | 23 | -3 | -9 | 8
28	Cc1c(N)cccc1-c1nc2ccccc2[nH]1
  -3 | -2 | 0.4 | 0 | 2 | 16 | -20 | -8 | 4
29	O=C(NC(c1ccc(F)cc1)c1ccc2ccccc2n1)C1CCN(CCOc2ccc(Cl)cc2Cl)CC1 (stereo not drawn)
  -5 | 8 | 0.7 | -4 | 7 | 10 | . | -6 | -2
30	Cc1cccc(C)c1N=Nc1c(C)cc(O)cc1C
  -4 | -2 | 0.0 | -1 | 7 | -5 | 60* | -5 | -5
31	O=C(O)Cn1nnc2ccccc21
  -2 | -19 | 0.8 | 4 | 1 | 8 | -14 | -4 | -6
32	Cc1ccc(Cn2ccsc2=NC(=O)COC(=O)c2ccc(O)cc2O)cc1
  3 | -10 | 4.0 | 6 | 13 | -7 | -4 | 13 | -7
33	CC(C)n1c(=O)c2ccccc2n1Cc1cn(-c2ccc(Cl)cc2)nn1
  -3 | 7 | 1.1 | -3 | 2 | 3 | . | -9 | -20
34	COc1ccc(C2N(Cc3ccccc3)CCN2Cc2ccccc2)cc1[N+](=O)[O-]
  -9 | -22 | -0.3 | 0 | 3 | -4 | -17 | -7 | 3
35	Cc1ccc(C(C)C)c(OCC(=O)Nc2cccc(S(=O)(=O)NC3=NCCCCC3)c2)c1
  2 | 13 | 1.3 | 16 | 2 | -22 | -17 | 1 | -13
36	Cc1ccccc1CC(=O)Nc1ccc2c(c1)c(=O)n(C)n2-c1ccccc1F
  -6 | 21 | 1.3 | -11 | 6 | -9 | . | 7 | 19
37	COC(=O)c1sccc1NC(=O)CSc1ccccc1NS(=O)(=O)c1ccc(F)cc1
  -1 | 23 | 2.3 | 2 | 13 | 14 | 6 | -6 | -6
38	CC(=O)NCCc1cc2cc(C)c(C)cc2[nH]c1=O
  1 | 11 | 0.3 | 4 | 3 | 11 | -6 | -6 | -3
39	Cc1ccc(C)c(NC(=O)C2(C)CCCN2C(=O)C(C)C)c1 (stereo not drawn)
  0 | -10 | 0.3 | 5 | 0 | 11 | . | 5 | -5
40	Cc1ccc(NC=C(S(=O)(=O)c2ccccc2)S(=O)(=O)c2ccccc2)c(C)c1
  -3 | 2 | 0.8 | 4 | 17 | 15 | -27 | -13 | -8

# More structures follow.
# Sequence of screens – CHRM1 agonist | TAAR1 antagonist | CHO-K1 Ca ag | CHRM1 PAM | TAAR1 ag | M1 PAM parental | CHO parental Ca | CHO-K1 Ca antag | CHRM1 antagonist
41	Cc1cc(C)c(NC(=O)CN(C)S(=O)(=O)c2ccc3c(c2)n(C)c(=O)c(=O)n3C)c(C)c1
  -4 | -25 | 0.1 | 9 | -1 | 4 | -14 | -10 | -17
42	Cc1cccc(C2c3[nH]c4ccccc4c3CCN2C(=O)CN2CCOC2=O)n1 (stereo not drawn)
  -3 | 6 | -0.1 | 9 | 0 | -6 | -13 | 5 | -3
43	COc1ccc(CNCCS(=O)(=O)NCc2ccccc2)cc1
  -1 | -24 | 1.0 | 3 | 3 | 10 | . | 1 | -1
44	CC1CC(=O)Nc2ccccc2N1C(=O)COc1cc(Cl)ccc1Cl (stereo not drawn)
  1 | -5 | 0.1 | 6 | 6 | -14 | -13 | -1 | -1
45	Cc1cccc(OCC(=O)OCC(=O)N2CCCc3ccccc32)c1C
  -6 | -9 | 1.0 | -1 | 3 | 11 | -15 | -13 | 2
46	CC(NC(=O)CNC(=S)N(Cc1cccs1)C1CCCC1)c1ccccc1 (stereo not drawn)
  -6 | 0 | -0.2 | 2 | -1 | -9 | -12 | -14 | -5

# Not a hit list; any-hit rate near 4.4%.
